Compound activity deposited in PubChem BioAssay by The Scripps Research Institute Molecular Screening Center.
CHO-K1 Ca antag: nonselective inhibitor or artifact in parental CHO-K1 cells; ATP-induced calcium, Fluo-8 fluorescence; 360,000 tested, 0.6% active; AID 602250; inhibition, % at 3 µM;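 active = inhibition above a per-plate cutoff, the plate's mean sample inhibition plus 3 SD, cut at about 24% in these data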;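 note: 0% = DMSO plus EC80 ATP and 100% = DMSO alone without ATP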
CHRM4 antagonist: CHRM4 antagonism in calcium assay; CHO-hM4 cells, ACh EC80, Fluo-8 calcium fluorescence; 360,000 tested, 0.73% active; inhibition, % at 3 µM;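 active = inhibition above its plate's cutoff, the mean inhibition of sample wells plus 3 SD, cut at about 27% in these data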;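 note: 0% = acetylcholine EC80 with DMSO and 100% = DMSO without agonist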
M5 ag: CHRM5 agonism in calcium assay; P08912; CHO-K1 hM5 cells, Fluo-8 calcium fluorescence; 0% DMSO wells, 100% maximal acetylcholine response; activation, % at 3 µM; 360,000 tested, 0.19% active; AID 624037;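 active = activation above the run's mean over test compounds plus 3 SD, cut at about 23% in these data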;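 note: signal is peak over basal fluorescence ratio across the kinetic read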
Target sequence (P08912 whole entry, looked up): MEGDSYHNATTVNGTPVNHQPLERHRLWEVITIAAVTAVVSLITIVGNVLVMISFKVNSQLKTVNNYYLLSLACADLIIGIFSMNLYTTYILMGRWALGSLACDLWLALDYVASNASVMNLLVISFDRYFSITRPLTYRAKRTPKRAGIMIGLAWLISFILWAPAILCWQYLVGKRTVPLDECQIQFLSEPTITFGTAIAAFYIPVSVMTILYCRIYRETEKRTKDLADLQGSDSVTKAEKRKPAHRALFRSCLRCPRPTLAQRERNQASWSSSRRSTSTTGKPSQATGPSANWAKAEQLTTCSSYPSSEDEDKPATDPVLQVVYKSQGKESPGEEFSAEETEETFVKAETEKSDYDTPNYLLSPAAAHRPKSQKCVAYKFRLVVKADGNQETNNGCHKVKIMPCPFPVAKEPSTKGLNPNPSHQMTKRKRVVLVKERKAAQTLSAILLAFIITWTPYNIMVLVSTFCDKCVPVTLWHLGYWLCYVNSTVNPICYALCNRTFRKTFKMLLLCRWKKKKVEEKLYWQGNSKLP
M1 ag parental: nonselective activator or artifact in parental CHO-K1 cells; Fluo-8 calcium fluorescence; scaled to maximal ATP response, vehicle zero; activation, % at 3 µM; 360,000 tested, 0.48% active; AID 602248; in the data active = activation above about 15%;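 note: untransfected CHO-K1 host cells lacking M1 receptor as counterscreen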
CHRM4 PAM: potentiates acetylcholine response at human M4 receptor; CHO-K1 hM4/Gqi5, Fluo-8 calcium fluorescence, ACh EC20; 0% = ACh EC20, 100% = maximal ACh; activation, % at 3 µM; 360,000 tested, 0.4% active;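 active = activation above its plate's cutoff, the mean activation of sample wells plus 3 SD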; note: some results filed as inactive read as strong as hits
CHRM4 agonist: agonists of human muscarinic M4 receptor (CHRM4); CHO-K1 hM4/Gqi5, Fluo-8 calcium fluorescence; vehicle 0%, full acetylcholine response 100%; P08173; activation, % at 3 µM; 360,000 tested, 0.14% active;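 active = activation above the run mean over all test wells plus 3 SD, cut at about 32% in these data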;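 note: peak over basal fluorescence ratio per well then scaled between controls; 0% = DMSO wells and 100% = acetylcholine at EC100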
M5 antag: CHRM5 antagonism in calcium assay; inhibition, % at 3 µM; 360,000 tested, 0.59% active; P08912; CHO-hM5 cells, Fluo-8 calcium fluorescence, ACh EC80;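 active = inhibition above a per-plate cutoff, the mean of that plate's test compounds plus 3 SD, cut at about 27% in these data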;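 note: 0% = acetylcholine EC80 with DMSO and 100% = DMSO without agonist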
CHRM5 PAM: positive allosteric modulators of human muscarinic M5 receptor; P08912; 360,000 tested, 0.3% active; activation, % at 3 µM; CHO-K1 hM5, Fluo-8 calcium, ACh EC20 PAM; 0% = ACh EC20, 100% = ACh EC100; AID 624038;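 active = activation above the run cutoff, the mean activation of all test compounds plus 3 SD, cut at about 18% in these data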
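Assay system: CHO-K1 hM5 cells / Incubation: Fluo-8 loading 80 min at 37 °C plus 30 min room temperature / Technique: Fluo-8 calcium dye fluorescence, kinetic read / Repeats: single replicate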
CHO-K1 Ca PAM: nonselective activator or artifact in parental CHO-K1 calcium assay | ATP EC20, Fluo-8 calcium fluorescence; 0% at ATP EC20, 100% at ATP max | activation, % at 3 µM | 360,000 tested, 0.02% active | AID 602247;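 active = activation above the run cutoff, the mean activation of all test compounds plus 3 SD, cut at about 40% in these data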;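 note: peak over basal fluorescence ratio in a 140 s read after ATP addition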
* = called active by the depositor. Compounds were not picked by outcome, and some 2.7% of all compounds hit somewhere here.

SMILES | CHO-K1 Ca antag | CHRM4 antagonist | M5 ag | M1 ag parental | CHRM4 PAM | CHRM4 agonist | M5 antag | CHRM5 PAM | CHO-K1 Ca PAM
CC1=C(C(=O)N2CCCCCC2)CC(CC(=O)NCCCCc2ccccc2)C(=O)N1CCC1=CCCCC1 (stereo unspecified) | -25 | 0 | -1 | 5.7 | -9 | 10 | 5 | -13 | 8
COc1cc(OC)cc(C(=O)NNC(=O)CCC(=O)c2cc(C)sc2C)c1 | -12 | -9 | -1 | 0.5 | -1 | 1 | 5 | 4 | 1
COc1ccc(CCCNC(=O)C2CCC(=O)N(Cc3ccc(Cl)cc3)C2)cc1 (stereo unspecified) | 8 | 0 | -3 | 1.4 | 7 | 6 | 1 | -4 | 2
CCC(=O)Nc1ccc(C(=O)CSc2nnc(-c3ccc(O)cc3)n2CC2CCCO2)cc1OC (stereo unspecified) | -13 | 8 | -2 | 0.2 | 7 | 0 | -1 | -1 | 7
O=C1c2ccccc2C(=O)N1CCCC(=O)N1CCCc2ccccc21 | -11 | -2 | -5 | 2.4 | -3 | 6 | -1 | -11 | 17
COc1ccc(C(=O)NNC(=O)COc2ccc(Cl)cc2C)cc1S(=O)(=O)N1CCOCC1 | -6 | 3 | -3 | 0.0 | -5 | 1 | 7 | 3 | 8
CCCCNC(=O)N1CCN(c2ccccc2OCC)CC1 | 6 | -6 | 0 | -0.4 | 8 | 0 | 4 | -2 | 0
O=C(Cn1cnc2cc([N+](=O)[O-])ccc2c1=O)NC1CCS(=O)(=O)C1 (stereo unspecified) | -18 | -2 | 0 | 0.2 | 5 | 1 | 5 | 4 | 11
O=C(CSc1nnc(Nc2ccccc2)s1)NCC1CCCO1 (stereo unspecified) | -6 | -8 | -1 | 0.7 | 9 | 1 | -2 | 5 | 15
CCCC(=O)Nc1cccc(C(=O)Nc2nccs2)c1 | -6 | -7 | 3 | 2.1 | 0 | 4 | -1 | -4 | 16
COc1ccc(COCC(O)CN2CCN(S(=O)(=O)c3c(F)cccc3F)CC2)cc1OC (stereo unspecified) | -2 | 2 | 1 | 1.6 | 0 | 9 | 1 | -8 | -13
CC(C)CCNC(=O)CCn1c(=S)oc2ccccc21 | -5 | 2 | -3 | 0.7 | 5 | 0 | 8 | -3 | 15
C/C=C(\C)C(=O)NCCN1C2=NC[C@H](Cc3ccc(O)cc3)N2C[C@H]1Cc1ccc(O)cc1 | -17 | 1 | -3 | 0.5 | 3 | -1 | 7 | 2 | 19
O=C(NCc1ccc(Cl)cc1)C(=O)NCC1OCCN1S(=O)(=O)c1cccs1 (stereo unspecified) | -3 | 5 | 1 | 0.9 | 2 | 2 | -3 | 0 | 10
COC(=O)c1ccc(COc2ccc(-c3nnn(CC(N)=O)n3)cc2)cc1 | -13 | 1 | 3 | 1.8 | 1 | 9 | -11 | 10 | 16
CC(=O)C1=C(c2ccccc2)NC(=O)NC1c1ccccc1OCC(=O)Nc1ccccc1 (stereo unspecified) | -12 | -5 | -1 | 0.2 | 7 | 1 | -7 | 9 | 9
Cc1noc(C)c1CCC(=O)N1CCCC(CCC(=O)NCc2ccc(F)c(F)c2)C1 (stereo unspecified) | -4 | -4 | -1 | 0.1 | -1 | 1 | 1 | 2 | 17
O=C(COC(=O)c1n[nH]c(=O)c2ccccc12)c1ccccc1 | 2 | 4 | 0 | 0.0 | 12 | 3 | -6 | -4 | 9
COc1ccc(N2CCC(CNC(=S)Nc3cccc(C)c3)C2)cc1 (stereo unspecified) | -4 | -2 | -3 | 2.8 | -6 | 2 | -1 | -3 | 19
Oc1ccccc1-c1nc(N2CCCC2)c2ccccc2n1 | -13 | -2 | -2 | 1.0 | 1 | 0 | 2 | 8 | 2
O=C(Cc1ccccc1)NCCSCc1ccccc1 | -10 | 4 | -4 | 0.6 | 6 | -1 | -4 | 2 | 28
COc1ccccc1N1CCN(C(=O)c2sc3ncnc(N4CCN(c5ccccn5)CC4)c3c2C)CC1 | -6 | 13 | -1 | 6.8 | -14 | 24 | 8 | -8 | 5
COc1ccc(NC(=O)Cc2ccccc2F)cc1S(=O)(=O)N1CCCCC1 | -23 | -4 | 1 | 2.8 | 5 | 5 | 11 | -7 | 9
CC1COc2ccccc2N1S(=O)(=O)c1ccccc1 (stereo unspecified) | -1 | 4 | -7 | -0.8 | 4 | 0 | 0 | 4 | 3
C=CCNc1cccc(Br)c1 | -10 | 10 | 0 | 0.6 | 2 | 0 | 18 | -3 | 5
CCc1ccc(CN2C(=O)c3ccccc3C2C(=O)NCc2cccnc2)cc1 (stereo unspecified) | -7 | -5 | -3 | 6.0 | -3 | 2 | 11 | -6 | 16
CCN(C[C@H]1N[C@@](CC)(C(=O)OC)[C@H]2C(=O)N(Cc3ccccc3)C(=O)[C@@H]12)C(=O)Nc1ccc(C)cc1 | -7 | -24 | 1 | -0.2 | 4 | 1 | 12 | -7 | 2
Cc1nn(-c2ccccc2)c2c1C(c1ccc([N+](=O)[O-])cc1)N1C(=N2)C(=O)Nc2ccccc21 (stereo unspecified) | 1 | 7 | -5 | 2.2 | -3 | 6 | 19 | -15 | 12
CN(Cc1ccco1)C(=O)c1ccc(N2CCCC2=O)cc1 | -4 | 2 | -3 | 0.2 | 9 | 0 | -3 | 6 | 9
O=C(NC(C(=O)c1ccccc1)n1cnccc1=O)c1ccccc1 (stereo unspecified) | -17 | 2 | 3 | 1.1 | 21 | -2 | 0 | 6 | 21

3 entries from above, with values under each structure:
The line under a structure holds: CHO-K1 Ca antag | CHRM4 antagonist | M5 ag | M1 ag parental | CHRM4 PAM | CHRM4 agonist | M5 antag | CHRM5 PAM | CHO-K1 Ca PAM
- Oc1ccccc1-c1nc(N2CCCC2)c2ccccc2n1
  -13 | -2 | -2 | 1.0 | 1 | 0 | 2 | 8 | 2
- O=C(Cc1ccccc1)NCCSCc1ccccc1
  -10 | 4 | -4 | 0.6 | 6 | -1 | -4 | 2 | 28
- COc1ccccc1N1CCN(C(=O)c2sc3ncnc(N4CCN(c5ccccn5)CC4)c3c2C)CC1
  -6 | 13 | -1 | 6.8 | -14 | 24 | 8 | -8 | 5

Compound profiles, as listed above. Screens in order: CHO-K1 Ca antag | CHRM4 antagonist | M5 ag | M1 ag parental | CHRM4 PAM | CHRM4 agonist | M5 antag | CHRM5 PAM | CHO-K1 Ca PAM
Oc1ccccc1-c1nc(N2CCCC2)c2ccccc2n1 is listed with -13 | -2 | -2 | 1.0 | 1 | 0 | 2 | 8 | 2
Cc1nn(-c2ccccc2)c2c1C(c1ccc([N+](=O)[O-])cc1)N1C(=N2)C(=O)Nc2ccccc21 (stereo unspecified) is listed with 1 | 7 | -5 | 2.2 | -3 | 6 | 19 | -15 | 12
CC1COc2ccccc2N1S(=O)(=O)c1ccccc1 (stereo unspecified) is listed with -1 | 4 | -7 | -0.8 | 4 | 0 | 0 | 4 | 3

(listing goes on)
SMILES | CHO-K1 Ca antag | CHRM4 antagonist | M5 ag | M1 ag parental | CHRM4 PAM | CHRM4 agonist | M5 antag | CHRM5 PAM | CHO-K1 Ca PAM
CC(Oc1ccccc1)C(=O)Nc1c2c(nn1-c1ccccc1)CS(=O)C2 (stereo unspecified) | -7 | 1 | -4 | 0.7 | -1 | 0 | 6 | -3 | -14
Cc1ccc(NCC(=O)c2ccc([N+](=O)[O-])cc2)cc1 | -18 | -3 | -6 | 0.8 | -2 | 0 | 1 | 4 | 4
O=C(Nc1ccc(F)c(F)c1)NC1CCCCC1 | 10 | -8 | -3 | 3.9 | -2 | 5 | -3 | -16 | -4
CCOc1ccc(NC(=O)COc2ccc(C(=O)NCc3cccc(OC)c3)cc2OC)cc1 | -13 | -4 | 4 | 1.0 | 2 | 2 | 1 | 8 | 16
CC1CCN(c2ccc(C(=O)NCc3cccs3)cn2)CC1 | -5 | 3 | -5 | -0.8 | 5 | -3 | -2 | -4 | 14
Cc1ccc(NC(=O)CN(C)C(=O)COc2cc(F)ccc2[N+](=O)[O-])cc1 | -14 | -1 | -4 | 0.8 | -2 | 3 | 2 | 8 | 30
O=C(/C=C/c1ccccc1Cl)N(Cc1cccs1)C1CCS(=O)(=O)C1 (stereo unspecified) | -8 | -11 | 1 | 0.7 | 1 | 2 | -16 | 6 | 6
Cc1ccc(C(CC(=O)N2CCCCC2)c2ccccc2)c(O)c1C (stereo unspecified) | -19 | 6 | -11 | -0.9 | 0 | -2 | 2 | -3 | 18
CCCCN(CCCC)CP(=O)(c1ccccc1)c1ccccc1 | -7 | 3 | -5 | 0.3 | -3 | -2 | -1 | 0 | 12
O=C(Nc1c(F)cc(F)cc1Br)c1cc(-c2ccccc2)on1 | 0 | 2 | -7 | 0.1 | -5 | 0 | -6 | 6 | 3
CCCC(=O)Nc1c(C)nn(C(=O)CCC)c1C | 10 | -11 | -3 | -0.1 | 5 | 0 | 2 | -1 | -10
CCOc1ccc(C2/C(=C(\O)c3cccc(OC)c3)C(=O)C(=O)N2c2ccccn2)cc1OC (stereo unspecified) | -13 | 6 | 4 | 2.2 | -6 | 5 | -2 | -1 | -14
O=C(COC(=O)c1ccc([N+](=O)[O-])s1)NC(c1ccccc1)c1ccccc1 | -9 | -2 | -4 | 0.3 | -1 | 1 | 0 | -6 | 17
CC#CCN1C(=O)N[C@@H](c2ccccc2)C(C(=O)OC)=C1C | -5 | -5 | -2 | 0.2 | 7 | 1 | 14 | -4 | 7
